Sm TGR inh – S. mansoni TGR enzyme inhibition | Q962Y6 | purified TGR, DTNB reduction, TNB absorbance 405 nm | Potency, µM (titrated, usually from 114 µM), for the others: at the highest dose activity change, negative = inhibition, actives largely listed as inhibitors | hit rate 3% among 360,000 | AID 485364; also: potency is read from the fitted curve at half-maximal effect; nearly all actives have a fitted effect of over 60% in size
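TGR 20 nM + NADPH 100 uM (dispensed conc.), cpd preinc 15 min RT; start with NADPH (500 uM addition) then DTNB (15 mM addition). Kinetic TNB absorbance, 405 nm filter. Four-parameter Hill fit across titration.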
HCMV antiviral – inhibitors of human cytomegalovirus; HFF cells, HCMV-luciferase reporter, 72 h; active compounds read low; activity change, negative = inhibition, % at 57.5 µM; hit rate 4.5% among 410,000; AID 1259415; in the data active = activity change below about -60%; inconclusive = no clear call, values can overlap the other calls; inactive = above about -39%
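Cell-based, HFFs, 1000 cells/well, 16 h 37C; cpds in DMSO + HCMV-luc, MOI 1 PFU/cell; 72 h 37C; OneGlo luminescence after 5 min RT; norm. to buffer vs Salinomycin 10uM.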
AmpC detergent – AmpC beta-lactamase inhibition with detergent present | P00811 | AmpC hydrolysis of nitrocefin, absorbance 480 nm, 0.01% Triton | Potency, µM (series often up to 114 µM), for inactives: top-dose activity change, negative = inhibition, usual class: inhibitors | hit rate 0.041% among 370,000 | AID 485294;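 also: potency is read from the fitted curve at half-maximal effect; 0% = no-compound wells and -100% = no-enzyme wells; nearly all actives have a fitted effect of over 25% in size; some results filed as inactive show a strong effect at the top dose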
Target sequence (P00811 whole entry, looked up): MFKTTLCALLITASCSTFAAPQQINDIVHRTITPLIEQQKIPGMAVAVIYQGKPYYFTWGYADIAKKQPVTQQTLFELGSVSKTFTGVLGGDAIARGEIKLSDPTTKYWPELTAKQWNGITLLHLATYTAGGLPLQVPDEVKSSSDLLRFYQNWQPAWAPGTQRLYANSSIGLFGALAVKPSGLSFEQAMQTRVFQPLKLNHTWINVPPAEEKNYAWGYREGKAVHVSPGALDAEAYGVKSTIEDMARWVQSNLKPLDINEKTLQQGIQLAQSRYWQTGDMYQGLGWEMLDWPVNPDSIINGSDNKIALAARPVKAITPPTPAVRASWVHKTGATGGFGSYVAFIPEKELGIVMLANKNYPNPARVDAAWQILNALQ
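20 mM phosphate pH 7.0 + 0.01% (detergent screen) or 0.0001% Triton X-100; 5.3 nM AmpC reagent; cpd preinc 15 min RT; nitrocefin (800 uM stock) to start; A480 q20 s × 4 min; Activity was normalised to no-enzyme and no-compound control wells.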
HCV inh – blocks hepatitis C virus; Huh7.5.1 HCVcc-Cre infection, luciferase reporter, 44 h; Potency, µM (highest dose often 41.8 µM), for inactives: top-dose activity change, negative = inhibition, most hits filed as inhibitors; hit rate 3.4% among 340,000; AID 651820; also: potency is read from the fitted curve at half-maximal effect
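Seed cells (1,000/well) for 4 h; treat with compound and infect with HCVcc-Cre, moi about 0.5. Incubate 44 h, then detect luciferase activity.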
Giardia FBPA inh – inhibitors of Giardia lamblia fructose-1,6-bisphosphate aldolase. AID 2451. A8B2U2. hit rate 0.71% among 290,000. purified Giardia FBPA. Potency, µM (highest dose often 59.6 µM), without a hit: at the top dose activity, negative = inhibition, most hits filed as inhibitors; also: potency is read from the fitted curve at half-maximal effect; nearly all actives have a fitted effect of over 55% in size
Target sequence (A8B2U2 whole entry, looked up): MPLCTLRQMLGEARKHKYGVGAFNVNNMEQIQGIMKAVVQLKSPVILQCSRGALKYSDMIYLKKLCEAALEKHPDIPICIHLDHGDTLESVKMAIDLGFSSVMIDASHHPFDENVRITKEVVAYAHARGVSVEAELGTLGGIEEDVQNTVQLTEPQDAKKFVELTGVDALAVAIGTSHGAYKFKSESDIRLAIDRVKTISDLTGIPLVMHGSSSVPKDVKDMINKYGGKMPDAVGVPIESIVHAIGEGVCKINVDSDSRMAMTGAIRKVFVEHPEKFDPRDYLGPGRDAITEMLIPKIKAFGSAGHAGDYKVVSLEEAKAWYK
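Giardia FBPA (40 nM reagent) was preincubated 10 min at RT with compound (up to 57.5 uM final), then substrate plus GAPDH/TPI/NAD/arsenate coupling system with diaphorase/resazurin was added; resorufin fluorescence (525/598 nm) was read after 20 min.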
AmpC no deterg – inhibitors of E. coli AmpC beta-lactamase without detergent | Potency, µM (series often up to 57.1 µM), for inactives: top-dose activity change, negative = inhibition, actives largely listed as inhibitors | P00811 | hit rate 0.52% among 330,000 | AmpC nitrocefin hydrolysis, absorbance 480 nm, 0.0001% Triton;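 also: potency is read from the fitted curve at half-maximal effect; plate controls were no compound for no effect and no enzyme for full effect; nearly all actives have a fitted effect of over 20% in size; some results filed as inactive show a strong effect at the top dose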
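20 mM phosphate pH 7.0 + 0.01% (detergent screen) or 0.0001% Triton X-100; 5.3 nM AmpC reagent; cpd preinc 15 min RT; nitrocefin (800 uM stock) to start; A480 q20 s × 4 min; Activity was normalised to no-enzyme and no-compound control wells.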
Active calls of the source: *; u = inconclusive; x = not tested or not shown; & = joins results of further samples; [ ] = remark or other dose. Unless noted, calls follow the shape of the dose curve; as a rule, active = well fitted curve in the direction sought with a large enough effect; inconclusive = small, poorly fitted or top-dose-only effect, or another doubt; inactive = no such curve, though single readings can be large; an effect the other way counts as inactive or inconclusive. Unless noted, % is scaled to controls: 0 for no effect and ±100 for the full control effect.

Field names: A = Sm TGR inh; B = HCMV antiviral; C = AmpC detergent; D = HCV inh; E = Giardia FBPA inh; F = AmpC no deterg
> Cc1cccc[n+]1CC(=O)/C=C1\N(C)c2ccccc2C1(C)C
  A: -2%; B: -95*; C: -5%; D: -30%; E: -4%; F: -4%
> O=C(Nc1nc(-c2cc(F)ccc2F)cs1)C1=NN(c2ccccc2)C(=O)CC1
  A: -6%; B: 61; C: 4%; D: 3%; E: -10%; F: -45%
> CC(=O)c1c(C)[nH]c(C(=O)COC(=O)c2c(-c3ccccc3)noc2C)c1C
  A: x; B: 36; C: x; D: u; E: x; F: -11%
> COc1ccc(NC(=O)CCC(=O)Nc2ccc3nc(N4CCOCC4)cc(C)c3c2)c(OC)c1
  A: 3%; B: 51; C: 1%; D: u; E: 10%; F: -8%
> O=C(/C=C/c1ccccc1)NC(N1CCOCC1)C(Cl)(Cl)Cl (configuration not stated)
  A: -1%; B: 14; C: 2%; D: 22%; E: -5%; F: -15%
> Cc1cc(Cl)ccc1OC(C)C(=O)NN=C1CCCCCC1 (configuration not stated)
  A: 20%; B: -5; C: -8%; D: 11%; E: 1%; F: -20%
> C/C(=N\NC(=O)c1ccoc1C)c1ccccc1
  A: -8%; B: 49; C: 0%; D: 2%; E: -5%; F: -12%
> C=CCNc1nc(N)c([N+](=O)[O-])c(Nc2cccc(Cl)c2)n1
  A: 1%; B: 15; C: 5%; D: 2.8µM*; E: 0%; F: -24%
> COc1cc(=O)oc(CCC(C)O)c1C (configuration not stated)
  A: x; B: -2; C: x; D: 13%; E: x; F: -12%
> CCCCN(CCCNC(=O)c1cc(Nc2ccc(OC)c(OC)c2)nc2ccccc12)c1ccccc1
  A: 4%; B: -9; C: 4%; D: x; E: x; F: x
> Cc1ccc(S(=O)(=O)N(C)C)cc1NC(=O)c1ccc2ccccc2n1
  A: 4%; B: -18; C: 7%; D: u; E: -18%; F: -18%
> O=C(Cc1ccccc1)Nc1ccc2oc(-c3cccnc3)nc2c1
  A: -4%; B: 41; C: 2%; D: u; E: -2%; F: 7%
> CSc1ccc(CNC(=O)c2ccc(NC(=O)c3nsc4ccccc34)cc2)cc1
  A: 2%; B: -96*; C: 3%; D: x; E: x; F: x
> CCCc1nnc2n1N=C(c1ccc(C)cc1)CS2
  A: 45µM*; B: -9; C: u; D: -5%; E: x; F: 28%
> O=C(O)C1CCCCC1C(=O)NCCCCc1ccccc1 (configuration not stated)
  A: 1%; B: 22; C: u; D: 8%; E: 20%; F: -3%

Field names: A = Sm TGR inh; B = HCMV antiviral; C = AmpC detergent; D = HCV inh; E = Giardia FBPA inh; F = AmpC no deterg
> O=C(Nc1ccc(Cl)cc1)N1CCCN(c2ccc(C(F)(F)F)cc2[N+](=O)[O-])CC1
  A: 5%; B: 5; C: 2%; D: -66%; E: -11%; F: -25%
> CCSc1nc2ccccc2n1CC(=O)OC
  A: 4%; B: -26; C: -8%; D: 7%; E: 2%; F: -1%
> CC(=O)N1CCOCCOCCN(C(C)=O)CCOCC1
  A: -1%; B: 7; C: 13%; D: 24%; E: -2%; F: -10%
> CCOC(=O)N1CCN(c2ccnc3cc(Cl)ccc23)CC1
  A: 4%; B: -63*; C: 2%; D: -5%; E: -1%; F: 38%
> CC1CN(C(=O)N2CCC(C(=O)NCCC3=CCCCC3)CC2)c2ccccc2O1 (configuration not stated)
  A: -5%; B: 24; C: 4%; D: x; E: x; F: x
> CCOC(=O)Cc1csc(NS(C)(=O)=O)n1
  A: -9%; B: -4; C: -5%; D: 13%; E: -2%; F: -8%
> Cc1cc(Cl)ccc1OCC(=O)OCC(=O)Nc1cccnc1Cl
  A: -4%; B: -24; C: 1%; D: 13%; E: x; F: -14%
> Cc1ccc(C)c(OC(=O)CSc2nnc(-c3ccc4c(c3)OCO4)o2)c1
  A: -24%; B: -1; C: 24%; D: x; E: x; F: x
> CC(C)c1ccc(-n2nc3ccc(N)cc3n2)cc1
  A: 10%; B: 14; C: 8%; D: 20%; E: -15%; F: -15%
> CCCC(=O)N=c1sc2cccc(F)c2n1C
  A: -1%; B: 49; C: u; D: 12%; E: 0%; F: -10%
> O=C(c1cccc(F)c1)N1CCN(c2ccc([N+](=O)[O-])c3cccnc23)CC1
  A: 0%; B: -7; C: 5%; D: u; E: -12%; F: 61%[activator]
> COc1ccc(Cn2ccnc2SCC(=O)NCc2ccco2)cc1
  A: -15%; B: -17; C: -5%; D: x; E: x; F: x
> CN(C(=O)COC(=O)C(Cc1ccccc1)NC(=O)c1ccccc1)c1ccccc1 (configuration not stated)
  A: 4%; B: 7; C: 3%; D: 12%; E: -3%; F: -12%
> Cc1nc2ccccc2c2oc(C(=O)N3CCN(C4CCCCC4)CC3)cc12
  A: -10%; B: u; C: -7%; D: u; E: 9%; F: 31%
> CC1(C)Cc2[nH]c3ccccc3c2C(C)(C)N1
  A: 9%; B: u; C: -2%; D: 13%; E: 12%; F: -3%

Field names: A = Sm TGR inh; B = HCMV antiviral; C = AmpC detergent; D = HCV inh; E = Giardia FBPA inh; F = AmpC no deterg
> CCCCn1c(-c2cc(Cl)ccc2OC)n[nH]c1=S
  A: -27%; B: 60; C: 1%; D: -11%; E: 9%; F: x
> CCc1nc(N2CCN(C(C)=O)CC2)c2c3c(sc2n1)CCCC3
  A: 77%[activator]; B: -28; C: u; D: -20%; E: -6%; F: 105%[activator]
> Cc1ccc(S(=O)(=O)NCC(=O)N(CC(=O)NCc2ccccc2)CC2CCCO2)cc1 (configuration not stated)
  A: -19%; B: 19; C: -14%; D: 7%&3%; E: 4%; F: 31%
> COC(=O)CCN(c1ccccc1)C(CNS(=O)(=O)c1ccccc1)c1ccccc1 (configuration not stated)
  A: 1%; B: -10; C: 14%; D: x; E: x; F: x
> O=c1c2sccc2n(Cc2ccc(F)cc2)c(=O)n1-c1ccc(F)cc1
  A: -7%; B: 7; C: -1%; D: 4%; E: 3%; F: -17%
> CCOC(=O)c1c(C)oc2ccc(OCC(N)=O)cc12
  A: -2%; B: -4; C: 0%; D: u; E: -2%; F: -12%
> CC(C)CN(Cc1c(O)ccc2c(=O)c(-c3ccccc3)coc12)CC(C)C
  A: 5%; B: -73*; C: u; D: u; E: 9%; F: -18%
> O=C(CSc1nnc(Cn2c(=O)sc3ccccc32)n1-c1ccccc1)N1CCCCCC1
  A: 0%; B: -34; C: -6%; D: 1%; E: -2%; F: 50%
> CCCS(=O)(=O)c1c(S(=O)(=O)CCC)c2c(N)cccn2c1C(=O)OC
  A: x; B: 17; C: -7%; D: -26%; E: u; F: -23%
> Oc1ccc(-c2nc(=S)[nH][nH]2)cc1
  A: -4%; B: 10; C: -4%; D: -25%; E: -15%; F: -11%
> O=c1c([N+](=O)[O-])c(N2CCCC2)c2ccccc2n1-c1ccccc1
  A: 0%[57.1 µM]; B: 5; C: -7%; D: 1%; E: 1%; F: -24%
> COc1ccc(Cc2nnc(SCC(=O)NCc3ccco3)o2)cc1
  A: 50µM*; B: -21; C: 0%; D: 3%; E: 1%; F: -4%
> CCOc1ccc(C(=O)C[n+]2ccc(C(=O)NCCO)cc2)cc1
  A: -3%; B: 105; C: u; D: 17%; E: 5%; F: -1%
> O=C(CCS(=O)(=O)c1ccc(F)cc1)Nc1nnc(-c2cccs2)o1
  A: -2%; B: -4; C: 0%; D: -4%; E: x; F: -7%
> O=C(NC1CCCC1)c1cc2cc(Br)ccc2o1
  A: -26%; B: 19; C: -15%; D: -12%; E: -12%; F: -33%

Field names: A = Sm TGR inh; B = HCMV antiviral; C = AmpC detergent; D = HCV inh; E = Giardia FBPA inh; F = AmpC no deterg
> CCOC(=O)CSc1nc2cc(S(=O)(=O)Nc3ccccc3OC)ccc2o1
  A: 7%; B: 42; C: 1%; D: 21%; E: 10%; F: 3%
> CC(=O)c1ccc(N2CCN(C(C)C(=O)NC3CCCc4ccccc43)CC2)cc1 (configuration not stated)
  A: -11%; B: 3; C: u; D: -19%; E: 0%; F: 45%
> CCCOC(=O)CSC1=C(C#N)C(c2ccc3c(c2)OCO3)CC(=O)N1 (configuration not stated)
  A: 0%; B: 3; C: -17%; D: u; E: 2%; F: -26%
> O=C(NCc1ccccc1)c1ccc2c(c1)S(=O)(=O)c1cc(Cl)ccc1C2=O
  A: -5%; B: -4; C: 4%; D: 35%[activator]; E: x; F: -14%
> O=C(NC1CCCCCCC1)c1ccc(S(=O)(=O)N2CCCC2)cc1
  A: -4%; B: 14; C: -9%; D: -24%; E: 6%; F: 0%
> CC(=O)c1c(C)[nH]c(C(=O)Nc2ccc(C)c(S(=O)(=O)N(C)C)c2)c1C
  A: 0%; B: 308; C: 1%; D: u; E: -9%; F: -60%
> COc1ccc(NC(=O)CC2CCCC2)cc1OC
  A: -3%; B: 5; C: 1%; D: -9%; E: x; F: -12%
> C=CCC(C)(NCc1ccccc1)c1ccc(C)cc1 (configuration not stated)
  A: -9%; B: u; C: -5%; D: 7%; E: -9%; F: -20%
> Cc1sc2nc(CN(CCc3ccccc3)C(=O)c3ccco3)[nH]c(=O)c2c1C
  A: -6%; B: x; C: -13%; D: 1%; E: -2%; F: -9%
> COc1ccc(CN2CCc3nc(SCC(=O)Nc4cc(C)cc(C)c4)[nH]c(=O)c3C2)cc1
  A: 2%; B: 9; C: 3%; D: x; E: x; F: x
> CCCc1cnc2c(c1SCC(=O)Nc1cccc(C)c1C)c(=O)n(C)c(=O)n2C
  A: 3%; B: 10; C: 4%; D: x; E: x; F: x
> COc1ccc(C(=O)CSc2nc3[nH]ncc3c(=O)[nH]2)cc1
  A: -2%; B: 0; C: -2%; D: 17%; E: 9%; F: -18%
> CCn1c(SCC(N)=O)nc2c1c(=O)n(C)c(=O)n2C
  A: 3%; B: 23; C: -1%; D: 10%; E: 2%; F: -13%
> CC(=O)Nc1cccc(Nc2nc(-c3ccccc3F)nc3ccccc23)c1
  A: -4%; B: -9; C: 3%; D: u; E: -2%; F: -3%
> CC(=O)NCC(=O)N(C)C(C(=O)Nc1ccc2c(c1)OCCO2)c1ccc(C)cc1 (configuration not stated)
  A: 0%; B: 17; C: -3%; D: 16%; E: 2%; F: 14%

Part of the list above in order of count of non-hydrogen atoms, highest first:
Field names: A = Sm TGR inh; B = HCMV antiviral; C = AmpC detergent; D = HCV inh; E = Giardia FBPA inh; F = AmpC no deterg
> CCCc1cnc2c(c1SCC(=O)Nc1cccc(C)c1C)c(=O)n(C)c(=O)n2C
  A: 3%; B: 10; C: 4%; D: x; E: x; F: x
> Cc1sc2nc(CN(CCc3ccccc3)C(=O)c3ccco3)[nH]c(=O)c2c1C
  A: -6%; B: x; C: -13%; D: 1%; E: -2%; F: -9%
> O=C(NCc1ccccc1)c1ccc2c(c1)S(=O)(=O)c1cc(Cl)ccc1C2=O
  A: -5%; B: -4; C: 4%; D: 35%[activator]; E: x; F: -14%
> COc1ccc(C(=O)CSc2nc3[nH]ncc3c(=O)[nH]2)cc1
  A: -2%; B: 0; C: -2%; D: 17%; E: 9%; F: -18%
> C=CCC(C)(NCc1ccccc1)c1ccc(C)cc1 (configuration not stated)
  A: -9%; B: u; C: -5%; D: 7%; E: -9%; F: -20%
